From PubChem
Exocytosis inh: blocks lytic granule exocytosis | TALL-104 LAMP-1 surface exposure, flow cytometry; cells stimulated with thapsigargin and PMA | inhibition, % at 10 µM | actives 0.66% (n = 360,000) | AID 651702;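 active = inhibition above about 55%, limit read from the data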
ABHD5-PLIN5 inh: ABHD5-PLIN5 protein interaction inhibition; inhibition, % at 4 µM; Q00G26+Q8WTS1; actives 0.78% (n = 360,000); Split G. princeps luciferase complementation, luminescence, 4 h;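 active = inhibition above the mean inhibition across every tested compound plus 3 SD, cut at about 22% in these data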;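 also: 0% = DMSO only wells and the 100% control is not disclosed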
Target sequence (Q00G26 whole entry, looked up): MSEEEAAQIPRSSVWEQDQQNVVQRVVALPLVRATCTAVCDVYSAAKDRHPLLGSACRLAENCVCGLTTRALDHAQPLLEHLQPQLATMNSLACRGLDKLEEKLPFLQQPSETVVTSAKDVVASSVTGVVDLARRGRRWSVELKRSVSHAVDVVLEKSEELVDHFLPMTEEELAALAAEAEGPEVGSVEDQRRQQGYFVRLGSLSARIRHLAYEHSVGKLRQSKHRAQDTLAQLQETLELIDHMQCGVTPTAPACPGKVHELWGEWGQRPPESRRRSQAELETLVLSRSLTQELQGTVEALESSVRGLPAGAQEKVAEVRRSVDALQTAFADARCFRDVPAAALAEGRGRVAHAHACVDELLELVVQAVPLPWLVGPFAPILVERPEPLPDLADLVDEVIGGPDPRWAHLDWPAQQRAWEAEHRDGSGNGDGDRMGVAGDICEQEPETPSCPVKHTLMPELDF
Target sequence (Q8WTS1 whole entry, looked up): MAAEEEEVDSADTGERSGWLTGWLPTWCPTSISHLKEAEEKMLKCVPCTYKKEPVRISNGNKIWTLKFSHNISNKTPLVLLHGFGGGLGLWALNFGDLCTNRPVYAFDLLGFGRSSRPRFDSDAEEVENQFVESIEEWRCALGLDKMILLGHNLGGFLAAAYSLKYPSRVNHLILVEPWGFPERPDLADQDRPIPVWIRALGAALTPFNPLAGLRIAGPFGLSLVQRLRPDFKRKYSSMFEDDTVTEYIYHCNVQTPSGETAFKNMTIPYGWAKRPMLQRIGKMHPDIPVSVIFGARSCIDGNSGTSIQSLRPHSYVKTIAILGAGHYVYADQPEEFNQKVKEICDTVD
TLR9-MyD88 block: inhibitors of human TLR9-MyD88 binding. CHO BLA complementation TLR9-MyD88, CCF4 FRET ratio. inhibition, % at 4.98 µM. actives 0.21% (n = 340,000). AID 504734;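 active = inhibition above the mean over all tested compounds plus 3 SD, cut at about 21% in these data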;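 also: 0% = DMSO only wells and 100% = clavulanate BLA inhibitor control wells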
MC4R antagonist: blocks human MC4R cAMP signaling. P32245. MC4R-expressing cells, MTII-stimulated cAMP, LANCE TR-FRET. inhibition, % at 6.5 µM. actives 0.48% (n = 360,000). AID 540295;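 active = inhibition above its plate's cutoff, the mean of tested wells on that plate plus 3 SD, cut at about 29% in these data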;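 also: 0% = Melanotan II alone and 100% = Melanotan II plus saturating MCL0020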
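Material: human MC4R-expressing U2OS cells. Probe or stimulus: Melanotan II challenge. Dosing: 6.5 µM single dose. Times: 30-min compound, 1-h challenge, 1-h detection, room temperature. Technique: TR-FRET with Eu-cAMP and labeled anti-cAMP, 671 nm. Replication: singlicate.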
aDG glyco act: increases alpha dystroglycan glycosylation | Pro5-aDG cells, alpha-DG glycosylation AlphaScreen (IIH6); 0% Pro5, 100% B10-LARGE cell signal | activation, % at 10 µM | actives 0.22% (n = 360,000) | AID 624168;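 active = activation of at least 8% versus controls, or a plate z-score of at least 8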;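 also: Pro5 are CHO cells carrying HIG-tagged alpha-DG that lacks glycosylation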
NOD2 RIPK2 PPI: NOD2-RIPK2 protein interaction inhibition. O43353. CHO BLA complementation NOD2-RIPK2, CCF4 ratio. inhibition, % at 4.98 µM. actives 0.38% (n = 360,000); in the data active = inhibition above about 21%;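 also: 0% = vehicle only and 100% = reference blocker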
Glyco luc inh: N-linked glycosylation inhibition; actives 0.23% (n = 360,000); D54 ERlucT glycosylation luciferase reporter, 24 h; percent of 100 nM tunicamycin response; reporter increase, % at 12.5 µM;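 active = mean luciferase reporter signal, scaled so untreated is 0 and the glycosylation-blocking control 100, at or above a set limit in every replicate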;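 also: luciferase carries N-glycosylation sites so blocking glycosylation raises the light; 0% = median of neutral control wells and 100% = median of 100 nM tunicamycin wells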
MC4R ag barr: agonists of human melanocortin 4 receptor (MC4R) beta-arrestin | P32245 | U2OS MC4R beta-arrestin complementation, luminescence; percent of melanotan II response, DMSO zero | activation, % at 8.9 µM | actives 0.98% (n = 360,000);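 active = activation above a per-plate cutoff, the mean activation of sample wells on that plate plus 3 SD, cut at about 8% in these data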
ABCB6 inh 2: inhibitors of human ABC transporter ABCB6 | K562-ABCB6 porphyrin accumulation, flow cytometry, 1 h; active compounds read low | fluorescence ratio to DMSO, % at 10 µM | actives 0.19% (n = 360,000) | AID 602162;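 active = fluorescence ratio to DMSO below 75%, the collection mean minus 3 SD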;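 also: signal is porphyrin accumulated inside mitochondria; 100% equals median channel fluorescence of DMSO control wells; lower ratio means ABCB6 inhibition with less porphyrin fluorescence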
Vif imaging: inhibitors of HIV Vif | AID 602346 | actives 0.35% (n = 340,000) | HEK293T cells, Vif self-association by quenched fluorescence, imaging, 24 h | inhibition, % at 7.49 µM; in the data active = inhibition above about 50%, passing the limit was not always enough; also: some results filed as inactive read as strong as hits
Starred values were filed as active, the others as inactive; . = no result given; & = joins results of further samples.

SMILES | Exocytosis inh | ABHD5-PLIN5 inh | TLR9-MyD88 block | MC4R antagonist | aDG glyco act | NOD2 RIPK2 PPI | Glyco luc inh | MC4R ag barr | ABCB6 inh 2 | Vif imaging
CC(C)=C(NC(=O)c1ccccc1)C(=O)N1CCOCC1 | 2 | -4 | 12 | 5 | 0.1 | -11 | -1 | -2.5 | 98 | 6
O=C(Nc1cccc(C(F)(F)F)c1)C1Cc2c(-c3ccco3)ccnc2O1 (configuration not stated) | -4 | 2 | . | 1 | 0.0 | 10 | -1 | 0.4 | 97 | -11
CCC(=O)Nc1nnc(-c2ccc(Cl)s2)o1 | 2 | 2 | -7 | 6 | 0.0 | -6 | 2 | -2.1 | 103 | -2
O=C(CCN1C(=O)C2C3C=CC(C3)C2C1=O)Nc1ccccn1 (configuration not stated) | 0 | 3 | -14 | 0 | -0.3 | -10 | 1 | -0.5 | 102 | -6
O=C(Nc1ccccc1OC(F)F)c1ccc(Br)o1 | -4 | 1 | -5 | 9 | 0.0 | 3 | 1 | 0.2 | 83 | 4
CN(C)S(=O)(=O)c1ccc(N2CCCC2)c(C(=O)NC2(C)CCS(=O)(=O)C2)c1 (configuration not stated) | -1 | -3 | 4 | 0 | -0.2 | 1 | 1 | -2.6 | 97 | 1
COc1ccccc1NC(=O)N[C@@H](Cc1c[nH]c2ccccc12)C(=O)NN | -11 | -7 | 0 | 5 | 0.2 | -9 | 0 | -0.7 | 98 | 7
COc1ccc(N2CCN(C(=O)COC(=O)CCS(=O)(=O)c3ccc(C)cc3)CC2)cc1 | -2 | 14 | 5 | 9 | 0.1 | 7 | -1 | -1.9 | 103 | -13
CC(=O)Nc1ccc(S(=O)(=O)Oc2ccc(Br)cc2C(=S)N2CCOCC2)cc1 | -3 | 4 | -3 | 6 | -0.2 | -18 | 0 | 1.9 | 99 | -6
O=C1NC(=O)C(c2ccccc2)(c2ccccc2)N1 | 1&-1 | 1&8 | 9&0 | -2&11 | 0.0&0.1 | -6&3 | 0&1 | -0.8&-0.7 | 103&97 | -4&-4
O=C(COC(=O)CNC(=O)c1ccccc1)Nc1cccc(Br)c1 | 0 | -1 | -3 | 11 | -0.3 | -5 | 1 | -1.6 | 91 | -3
COCCCNC(=S)N/N=C/c1ccc(N(C)C)cc1 | 2 | -7 | 2 | -8 | 0.3 | 1 | 0 | -3.7 | 98 | 0
CCCOCCc1nnc(N)s1 | -6 | -7 | -11 | 4 | -0.1 | -4 | 1 | -1.7 | 98 | -5
O=C(COc1ccccc1F)N1CCN(S(=O)(=O)/C=C/c2ccccc2)CC1 | 1 | -5 | -9 | -2 | 0.2 | -6 | 3 | -0.5 | 91 | -3
O=c1cc(-c2ccccc2)[nH]n2cnnc12 | -4 | 0 | 5 | 6 | -0.2 | -8 | 2 | 0.7 | 95 | -1
CC1(C(=O)NCc2ccc(F)c(F)c2)Cc2c(-c3ccccc3)ccnc2O1 (configuration not stated) | -6 | -10 | . | 6 | 0.3 | 4 | 2 | 0.9 | 96 | .
COCCSc1nnc(NC(=O)CSc2ccccc2)s1 | -2 | -11 | 5 | 10 | -0.2 | -1 | 1 | -0.3 | 100 | -1
CCOC(=O)c1cc2c(=O)n3ccccc3nc2n(CCOC)c1=NC(=O)c1c(-c2c(F)cccc2Cl)noc1C | 0 | 4 | 2 | 8 | -0.1 | -8 | -4 | -0.8 | 96 | -2
CC(=O)N1N=C(c2ccncc2)OC1(Cc1ccccc1)Cc1ccccc1 | 6 | 5 | 7 | 3 | 0.0 | 7 | -2 | -1.5 | 102 | -11
COc1ccc(NC(=O)CSc2nc3ccccc3nc2N2CCCCC2)cc1 | 4 | -2 | 10 | 8 | -0.5 | -6 | -7 | 1.7 | 99 | -12
Nc1ccc(S(N)(=O)=O)cc1 | . | -4 | 3 | 5 | 0.0 | -1 | 0 | -0.5 | 99 | -2
O=C1CCC(C(=O)OCc2nnc(-c3ccccc3)o2)=NN1 | -11 | 3 | -2 | -4 | 0.0 | 2 | 0 | -2.5 | 95 | -8
O=C(OCC(=O)N1CCCCC1)c1cc(NS(=O)(=O)c2ccc(Cl)c([N+](=O)[O-])c2)ccc1O | -5 | 3 | -4 | 12 | -0.2 | -3 | 5 | 1.1 | 100 | 3
C/C=C/c1ccc(OCC(=O)Nc2cc(Cl)ccc2-n2cncn2)c(OC)c1 | 8 | -5 | 0 | 3 | 0.2 | 0 | 0 | 1.1 | 98 | 0
CCOC(=O)/C=C/C(=O)Nc1cc(S(=O)(=O)Nc2ccc(OC)cc2)ccc1N1CCOCC1 | 7 | 22* | -5 | 6 | 0.0 | 6 | -4 | -2.4 | 90 | 100*
SMILES | Exocytosis inh | ABHD5-PLIN5 inh | TLR9-MyD88 block | MC4R antagonist | aDG glyco act | NOD2 RIPK2 PPI | Glyco luc inh | MC4R ag barr | ABCB6 inh 2 | Vif imaging
O=C(/C=C1\SC(=O)N(CC(=O)Nc2ccc(F)cc2)C1=O)Nc1ccc(Cl)cc1 | -6 | 3 | 2 | 12 | -0.2 | -13 | 4 | 1.0 | 98 | -2
O=C(CCCOc1ccc(Cl)cc1Cl)N1CCc2ccccc2C1 | 5 | -8 | 3 | 2 | -0.2 | -4 | 0 | -1.1 | 99 | 3
O=C(CCNS(=O)(=O)c1cccc2nsnc12)NC1CCCc2ccccc21 (configuration not stated) | 1 | 2 | 1 | 0 | -0.1 | 7 | 1 | -1.1 | 99 | 1
Cc1cccn2cc(CCNS(=O)(=O)c3cccc([N+](=O)[O-])c3)nc12 | 2 | 2 | 1 | 1 | 0.0 | -8 | 0 | -2.9 | 102 | 0
COc1ccccc1CNc1ccc(CNc2ncn[nH]2)cc1 | -2 | 6 | -1 | 2 | -0.3 | -6 | 1 | -1.6 | 88 | -1
CC1(C(=O)Nc2ccc3c(c2)OCCO3)CCC(=O)N1CC(F)(F)F (configuration not stated) | 2 | -4 | . | . | 0.0 | -4 | 3 | . | 100 | .
Fc1ccc(-c2oncc2-c2nnnn2-c2ccccc2)cc1F | -1 | 0 | 6 | 7 | 0.0 | -5 | 3 | 0.3 | 101 | 0
Cc1nc(Cc2nnc(SCC(=O)N3CCN(c4ccccc4)CC3)o2)cs1 | 5 | -1 | -6 | 3 | 0.4 | -5 | 0 | -3.9 | 103 | -2
N#C/C(=C\c1cccnc1)C(=O)Nc1ccccc1 | -1 | -4 | -9 | -1 | -0.2 | -5 | 6 | -1.3 | 101 | 4
CC1(C)C(=O)Nc2ccccc2N1C(=O)COC(=O)C1CCCCC1 | 0 | 0 | -1 | 13 | 0.0 | -14 | 2 | -1.7 | 89 | .
CCOC(=O)N1CCC(Nc2c(NCCCN3CCN(C4CCCCC4)CC3)c(=O)c2=O)CC1 | 4 | 0 | 1 | 6 | -0.2 | -1 | -1 | -0.4 | 103 | 5
COc1ccc(S(=O)(=O)N2CCc3cc(OC)c(OC)cc3C2)cc1 | 2 | 1 | -6 | -1 | 0.0 | 1 | 0 | -1.4 | 94 | 0
C/C(=N\Nc1nncc2ccccc12)c1cccc(OC(F)F)c1 | -5 | -3 | -5 | 7 | -0.3 | -11 | -11 | 17* | 99 | -3
CC(=O)NC(CC(=O)N(C)Cc1cccc(Cl)c1Cl)c1ccccc1 (configuration not stated) | -4 | 2 | -2 | 12 | 0.0 | -3 | 0 | -0.8 | 97 | 0
Cc1[nH]oc(=O)c1N=Nc1c(Cl)cccc1Cl | 1 | -10 | 1 | 3 | -0.1 | -12 | 3 | -1.2 | 91 | -2
COc1ccc(NC(=O)c2ccc(Cn3cc(Cl)cn3)cc2)cc1 | -2 | -5 | 0 | -4 | -0.2 | -6 | -2 | -1.5 | 91 | 0
COc1cc(C(=O)OCc2nc3ccsc3c(=O)[nH]2)c([N+](=O)[O-])cc1OC | 9 | 5 | 1 | 13 | -0.1 | 1 | 1 | -0.2 | 84 | -12
CCC(NC(=O)C1CCCC1)c1ccccc1 (configuration not stated) | -6 | -4 | -6 | 3 | 0.0 | 2 | 1 | -1.3 | 101 | -7
COc1ccc(-c2ccc(SCC(=O)NC3CCCCC3)nn2)cc1 | 0 | -9 | 3 | 0 | 0.2 | -9 | -5 | 0.2 | 95 | 17
CCC(=O)Nc1ccc2c(c1)nc1n2CCSC1 | -2 | -5 | 4 | 1 | 0.5 | 2 | 1 | -0.3 | 70* | 3
Cc1ccc(C(=O)NC(=S)Nc2ccc(Oc3ccc(Cl)cc3)cc2)cc1 | -2 | 4 | 6 | 5 | 0.0 | 9 | 1 | 2.4 | 121 | 0
C=CCNC(=O)NC(=O)CSc1nc2cc([N+](=O)[O-])ccc2n1-c1cccc(C(F)(F)F)c1 | -1 | -6 | 7 | 7 | -0.5 | -7 | 0 | 11* | 93 | 26

Given with tabs: entries from further up
SMILES	Exocytosis inh	ABHD5-PLIN5 inh	TLR9-MyD88 block	MC4R antagonist	aDG glyco act	NOD2 RIPK2 PPI	Glyco luc inh	MC4R ag barr	ABCB6 inh 2	Vif imaging
CCOC(=O)N1CCC(Nc2c(NCCCN3CCN(C4CCCCC4)CC3)c(=O)c2=O)CC1	4	0	1	6	-0.2	-1	-1	-0.4	103	5
COc1ccc(S(=O)(=O)N2CCc3cc(OC)c(OC)cc3C2)cc1	2	1	-6	-1	0.0	1	0	-1.4	94	0
C/C(=N\Nc1nncc2ccccc12)c1cccc(OC(F)F)c1	-5	-3	-5	7	-0.3	-11	-11	17*	99	-3
CC(=O)NC(CC(=O)N(C)Cc1cccc(Cl)c1Cl)c1ccccc1 (configuration not stated)	-4	2	-2	12	0.0	-3	0	-0.8	97	0
Cc1[nH]oc(=O)c1N=Nc1c(Cl)cccc1Cl	1	-10	1	3	-0.1	-12	3	-1.2	91	-2
COc1ccc(NC(=O)c2ccc(Cn3cc(Cl)cn3)cc2)cc1	-2	-5	0	-4	-0.2	-6	-2	-1.5	91	0
COc1cc(C(=O)OCc2nc3ccsc3c(=O)[nH]2)c([N+](=O)[O-])cc1OC	9	5	1	13	-0.1	1	1	-0.2	84	-12
CCC(NC(=O)C1CCCC1)c1ccccc1 (configuration not stated)	-6	-4	-6	3	0.0	2	1	-1.3	101	-7
COc1ccc(-c2ccc(SCC(=O)NC3CCCCC3)nn2)cc1	0	-9	3	0	0.2	-9	-5	0.2	95	17
CCC(=O)Nc1ccc2c(c1)nc1n2CCSC1	-2	-5	4	1	0.5	2	1	-0.3	70*	3
Cc1ccc(C(=O)NC(=S)Nc2ccc(Oc3ccc(Cl)cc3)cc2)cc1	-2	4	6	5	0.0	9	1	2.4	121	0
C=CCNC(=O)NC(=O)CSc1nc2cc([N+](=O)[O-])ccc2n1-c1cccc(C(F)(F)F)c1	-1	-6	7	7	-0.5	-7	0	11*	93	26

Not all compounds are listed (hit frequency here may not be typical).
